Screening data as filed in PubChem BioAssay.
KOR beta-arrestin-1: kappa opioid receptor blockers – cell-based, luminescence, uHTS (AID 1778). KOR beta-arrestin recruitment, luminescence, antagonist mode; higher % means a stronger effect. one-dose inhibition, % at 10 µM; IC50 in µM for titrated hits. actives 0.091% (n = 290,000); also: strong numbers were not always called active
TNAP activation fold: human TNAP enzyme activators, primary screen, biochemical, luminescent, no phosphate acceptor, uHTS (AID 1001) | one-dose activation fold at 20 µM; EC50 in µM for titrated hits | actives 0.03% (n = 200,000) | purified TNAP, luminescent activation assay, no phosphate acceptor; higher activation fold means a stronger effect; in the data active = activation fold from about 3, or a potency from the dose series; inactive = the rest, 99 in 100 with activation fold below about 1.6; also: many of its hits are not listed in these tables
Yfh1-depleted yeast: mitochondrial function rescue without frataxin homolog – Friedreich's ataxia, plus single-dose screen, dose response (AID 1465); S. cerevisiae Yfh1-off respiration, WST-1 reduction, 72 h; higher fold induction means a stronger effect; fold induction at 50 µM, or EC50 in µM where a hit was titrated; actives 0.074% (n = 220,000);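 active = fold induction of absorbance versus untreated yeast above a set limit, then at least 30% activation at any dose in follow-up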;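 also: activators that raise dye reduction in frataxin-depleted yeast; strong numbers were not always called active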
NOD2 inhibition: inhibition of NOD2-driven NF-kB reporter – cell-based, luminescence, uHTS, HEK293 (AID 1566). actives 0.63% (n = 290,000). inhibition, % at 4 µM; hits with a dose series show EC50 in µM. HEK293 NOD2/NF-kB luciferase reporter, luminescence; higher % means a stronger effect; also: many of its hits are not listed in these tables
CSM14.1 death rescue: rescue of cells from ER stress-induced death, primary screen, 384-well, CSM14.1, thapsigargin, ATP luminescence (AID 1222); cellular ATP content (survival), % at 20 µM; hits with a dose series show EC50 in µM; 190,000 tested, under 10 active; CSM14.1 thapsigargin-induced death rescue, ATP luminescence; higher % means a stronger effect;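 active = EC50 below 50 µM in the dose-response confirmation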;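 also: death triggered by thapsigargin at about 15 µM added after 2 h compound pretreatment; cell ATP read after overnight thapsigargin exposure of roughly 18 to 22 hours; normalized against plate controls of thapsigargin alone and 5% DMSO vehicle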
KOR beta-arrestin-2: KOR agonists, beta-arrestin recruitment, primary screen, cell-based, luminescence, uHTS (AID 1777); KOR beta-arrestin recruitment, luminescence; higher % means a stronger effect; activation, % at 10 µM; hits with a dose series show EC50 in µM; actives 0.02% (n = 280,000); in the data active = activation above about 50%, passing the limit was not always enough; also: a part of the inactive calls stands beside numbers as strong as those of hits
GPR55 beta-arrestin: GPR55 agonists via beta-arrestin recruitment, primary screen, imaging, U2OS cells, beta-arrestin-GFP redistribution (AID 1961); actives 0.048% (n = 290,000); U2OS GPR55 beta-arrestin-GFP redistribution imaging; higher % means a stronger effect; one-dose activation, % at 10 µM; EC50 in µM for titrated hits;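 active = activation above 40% with more than 50 cells counted in the well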;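 also: U2OS osteosarcoma cells stably expressing GPR55 and beta-arrestin-GFP; plate controls were DMSO negative control for no effect and LPI positive control for full effect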
NOD1 NF-kB reporter: NOD1 signaling inhibitors, primary screen, cell-based, luminescence, uHTS (AID 1578); inhibition, % at 4 µM; hits with a dose series show EC50 in µM; NOD1-driven NF-kB luciferase reporter cells, luminescence; higher % means a stronger effect; actives 1% (n = 290,000); in the data active = inhibition mostly above about 36%, no sharp cut-off; inactive = mostly below about 34%;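 also: HEK-293T reporter cells stimulated with the NOD1 agonist gamma-tri-DAP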
NTR1 agonist: agonists of NTR1, primary screen, imaging, U2OS cells, beta-arrestin-GFP, high content (AID 493036) | actives 0.17% (n = 330,000) | activation, % at 20 µM | NTR1-U2OS beta-arrestin-GFP spot imaging, agonist mode | P30989;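 active = activation at or above 40% of the spot to cytoplasm intensity ratio, with at least 20 cells analyzed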;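 also: 0% = DMSO without peptide and 100% = 100 nM NTR1 peptide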
Target sequence (P30989 whole entry, looked up): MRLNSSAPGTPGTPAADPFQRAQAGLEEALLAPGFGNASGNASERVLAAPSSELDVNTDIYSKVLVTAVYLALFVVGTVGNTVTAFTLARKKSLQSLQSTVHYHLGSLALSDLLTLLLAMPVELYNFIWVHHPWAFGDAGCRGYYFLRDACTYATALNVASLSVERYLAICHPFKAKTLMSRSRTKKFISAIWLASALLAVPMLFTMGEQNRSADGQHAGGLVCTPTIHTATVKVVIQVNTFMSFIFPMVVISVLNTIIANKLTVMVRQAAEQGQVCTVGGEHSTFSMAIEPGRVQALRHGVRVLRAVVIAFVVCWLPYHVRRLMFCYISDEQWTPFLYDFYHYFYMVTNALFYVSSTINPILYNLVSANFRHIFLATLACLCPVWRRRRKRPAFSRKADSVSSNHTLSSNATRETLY
NTR1 agonist cell count 20 µM: second read-out of NTR1 agonist, no call of its own (marks repeat the call); cell count; measured here: cell count, cytotoxicity flag
* hit, by the source's call; i = inactive; nt = not tested or not shown; [ ] = dose if it differs, or a comment. Rule as the data show it, unless noted: active = inhibition above about 50%; inactive = the rest. Only part of the results is shown; rates above refer to the full screens.

SMILES	KOR beta-arrestin-1	TNAP activation fold	Yfh1-depleted yeast	NOD2 inhibition	CSM14.1 death rescue	KOR beta-arrestin-2	GPR55 beta-arrestin	NOD1 NF-kB reporter	NTR1 agonist	NTR1 agonist cell count 20 µM
COc1ccccc1NC(=O)C(C/C=C(/C)Cl)C(C)=O (configuration not stated)	14%	1.1	i	18%	-1.2%	-2.5%	-0.4%	-14%	-0.2	59
CCOC(=O)C1CCN(C(=O)CCc2nc3ccccc3[nH]2)CC1	14%	1	i	5%	nt	-2.4%	0.6%	-23%	-0.1	47
N#CCOc1ccccc1/C=N/n1nnnc1N	17%	nt	nt	10%	nt	1.3%	0.4%	32%	-0.8	61
CCc1nn(C(C)C(=O)N2CCN(Cc3ccccc3)CC2)c(=O)c2cc3occc3n12 (configuration not stated)	-6%	1	i	-6%	-2.1%	5.5%	0.2%	-16%	1.0	53
Cc1ccccc1C(=O)NC1CC2CCCC(C1)N2Cc1ccc(Cl)cc1 (configuration not stated)	-8%[20 µM]	nt	nt	0%	nt	4.5%	-0.3%	-9%	0.4	56
CCN(Cc1ccccc1)C(c1cccs1)c1nnnn1C1CCCCC1 (configuration not stated)	7%	1.1	i	-21%	1.3%	4.9%	-0.2%	12%	6.5	39
COc1ccc(C(=O)COC(=O)C2CCCN2C(=O)C23CC4CC(CC(C4)C2)C3)cc1 (configuration not stated)	-30%	0.9	i	6%	-1.6%	-1.3%	-0.3%	-12%	0.9	74
CSc1ccc(C(=S)N2CCN(C)CC2)cc1	-3%	1.1	i	10%	-2.0%	-2.5%	-0.2%	-9%	-0.8	49
COc1ccccc1CCNC(=O)C(=O)NCC1OCCN1C(=O)c1ccc(Cl)cc1 (configuration not stated)	-5%	nt	nt	10%	nt	-2.6%	-0.1%	2%	1.6	57
Nn1c(C2CCC2)nc2ccccc2c1=O	-9%[20 µM]	nt	nt	3%	nt	4.9%	-0.1%	-8%	1.1	73
CCCCCOc1ccc(C(=O)C(c2ccccc2)N2CCOCC2)cc1 (configuration not stated)	-3%	1.1	i	3%	-0.3%	-2.6%	-0.3%	-20%	16	85
CSc1sccc1/C=N/NC(=O)c1ccncc1	-19%	1	i	3%	-4.3%	0.5%	-0.5%	-11%	0.5	98
COC(=O)c1cccc(NC(=O)Cc2ccc(OC)cc2)c1C	15%	1.1	i	14%	-1.0%	-3.6%	-0.1%	-11%	-3.1	84
CCc1ccc(N(C(=O)c2csnn2)C(C(=O)NC(C)(C)C)c2cccnc2)cc1 (configuration not stated)	-7%[20 µM]	1.1	i	-1%	0.3%	nt	-0.1%	24%	-0.9	44
CN1CCN(c2ccc(Cl)cc2NC(=O)/C=C/c2cccc(F)c2)CC1	-28%	1	i	-14%	-1.1%	-12%	0.3%	25%	3.1	36
COc1ccc(-c2csc3nc(-c4cccnc4)nc(N4CCC(C(N)=O)CC4)c23)cc1OC	nt	1.1	i	-4%	3.1%	-1.9%	0.1%	23%	2.8	54
CC(C)C(=O)Nc1cccc(C(=O)Nc2cc([N+](=O)[O-])ccc2Cl)c1	-23%	1.1	i	3%	2.2%	0.1%	-0.3%	-16%	-2.1	68
CCC(=O)Nc1ccc(/C(C)=N/NC(=O)c2c(-c3ccccc3Cl)noc2C)cc1	-13%	1	i	2%	-2.0%	-0.6%	-0.3%	-10%	0.7	55
COCCC(=O)N1CCC(Oc2ccc(C(=O)N3CCCCC3CCO)cc2)CC1 (configuration not stated)	16%	nt	nt	11%	nt	1.1%	0.2%	-7%	0.1	57
O=C(Nc1ccccc1)c1oc2ccccc2c1NC(=O)C1CC1	-1%	nt	nt	-2%	nt	-1.2%	-0.1%	-5%	2.2	64
CN(C(=S)NC(=O)c1ccccc1)C1CCCCC1	4%	nt	nt	-4%	nt	2.2%	0.0%	-46%	1.2	73
Cc1ccc2c(c1)cc(CN(Cc1ccco1)C(=O)COc1ccccc1)c1nnnn12	4%	1	i	-28%	1.6%	3.6%	-0.4%	-22%	3.1	93
CCCCn1c(N)c(N(CCOC)C(=O)CCc2ccc(OC)cc2)c(=O)[nH]c1=O	-10%	1.2	i	6%	-3.9%	-3.6%	-0.4%	-19%	6.9	69
CCOC(=O)CCc1c(C)c2ccc(OCC(=O)N(CC)CC)c(C)c2oc1=O	-35%	1	i	21%	-1.6%	-2.4%	0.2%	-4%	-1.0	68
CCc1cccc(NC(=O)C2CCN(S(=O)(=O)c3ccc4[nH]c(=O)ccc4c3)CC2)c1	3%[20 µM]	nt	nt	12%	nt	-4.9%	0.8%	-6%	-2.9	47
CCOC(=O)CSc1nc2c(cnn2-c2ccc(C)cc2)c(=O)[nH]1	1%	1	nt	12%	-0.3%	-2.3%	0.4%	-2%	16	89
CC(C)CNC(=O)NC(=O)COC(=O)COc1ccc(Cl)cc1Cl	-15%	nt	i	-2%	nt	3.9%	-0.2%	-14%	-1.5	62
O=C(Nc1ccc(F)cc1F)Nc1ccccc1C(=O)NCCN1CCNC1=O	2%	nt	i	11%	nt	3.3%	0.2%	-2%	-0.6	50
COCCN(Cc1ccco1)C(=O)C1CCCN(c2ncnc3c2nc2n3CCCCC2)C1 (configuration not stated)	2%	nt	nt	21%	nt	-3.0%	-0.2%	2%	0.5	45
Nc1ncc(Br)cc1S(=O)(=O)NCCC(=O)NCCc1ccc(Cl)cc1	-16%	nt	nt	4%	nt	-2.7%	-0.2%	1%	-0.2	61

As entered above.
Result of CN(C(=S)NC(=O)c1ccccc1)C1CCCCC1 in NOD1 NF-kB reporter: -46%
Result of CCCCn1c(N)c(N(CCOC)C(=O)CCc2ccc(OC)cc2)c(=O)[nH]c1=O in KOR beta-arrestin-1: -10%

Additional entries
SMILES	KOR beta-arrestin-1	TNAP activation fold	Yfh1-depleted yeast	NOD2 inhibition	CSM14.1 death rescue	KOR beta-arrestin-2	GPR55 beta-arrestin	NOD1 NF-kB reporter	NTR1 agonist	NTR1 agonist cell count 20 µM
OC(c1cc(-c2ccc(Cl)cc2)nc2ccccc12)C1CCCCN1 (configuration not stated)	7%	nt	i	22%	nt	5.1%	0.6%	-4%	nt	nt
N#CCC(=O)N1CCN(C=O)CC1	4%	1	i	7%	-0.4%	-3.8%	-0.5%	-19%	0.8	46
CCOc1cc(/C=C/C(=O)c2ccc(C)cc2)ccc1OCC(=O)N(C)C	24%	1	i	-47%	-1.9%	0.7%	0.1%	54%	2.5	63
O=C(/C=C/c1ccc2ccccc2n1)N1CCN(c2ccccc2)CC1	-20%	1	i	-10%	-1.1%	4.8%	-0.4%	12%	2.5	54
COc1ccc(NC(=O)N(Cc2cc3cc(OC)ccc3[nH]c2=O)CC2CCCO2)cc1 (configuration not stated)	-17%	1	i	-18%	-1.6%	14%	-0.3%	-13%	0.1	41
COCc1ccc(C(=O)N2CCc3c([nH]c4ccccc34)C2c2ccccn2)s1 (configuration not stated)	-42%[20 µM]	1.1	i	14%	0.9%	-15%	-0.1%	7%	1.4	43
C[C@H](NC(=O)OC(C)(C)C)c1nnc(SCC(N)=O)o1	9%	1.1	i	14%	-0.1%	-1.9%	0.4%	-4%	3.2	102
CC(C)N(C(=O)COC(=O)c1ccccc1C(=O)c1ccc(Cl)c([N+](=O)[O-])c1)C(C)C	24%	1.2	i	19%	2.3%	1.2%	-0.4%	-14%	1.0	28
O=[N+]([O-])c1ccc(-c2cc(-c3ccncc3)nc3ccc4ccccc4c23)cc1	25%	1.1	i	-30%	-0.8%	-2.7%	-0.1%	-147%	nt	nt
CSc1nc(SCC(=O)NCc2ccco2)c2c3c(sc2n1)COC(C)(C)C3	-46%	1.1	i	-18%	0.6%	-6.8%	-0.2%	-39%	2.6	57
O=C(CSc1ncn[nH]1)Nc1c(F)cc(F)cc1Br	-4%	0.9	nt	10%	-2.2%	0.4%	-0.1%	-16%	2.3	56
COc1ccc(-n2nc(C(=O)NCC(=O)NCc3ccccc3OC)c3ccccc3c2=O)c(OC)c1	-9%	1	i	16%	-0.3%	-5.6%	0.1%	-3%	-1.2	48
CCC(C(=O)OCC(=O)N(CCOC)c1c(N)n(Cc2ccccc2)c(=O)[nH]c1=O)c1ccccc1 (configuration not stated)	27%	nt	nt	11%	nt	-3.7%	-0.1%	-26%	-0.4	58
Cc1cc(C)c2c(-n3cccc3)c(NC(=O)OC(C)C)sc2n1	-3%	1.1	i	12%	-0.6%	2.5%	-0.1%	15%	4.7	38
COc1cccc(C(=O)Nc2ccc(NC(=O)c3ccco3)nc2)c1	-38%	1	i	-26%	-0.7%	1.5%	-0.3%	-52%	-0.9	52
CCn1c(C2CC(=O)N(Cc3ccccc3)C2)nc2ccccc21 (configuration not stated)	15%	1.1	i	6%	-0.4%	-3.7%	0.3%	-2%	-1.9	38
COc1cccc2c1OCC/C2=N\NC(=O)COc1ccc(C)cc1	4%	1.1	i	2%	-0.7%	8.3%	-0.2%	6%	2.4	43
CC(=O)Nc1ccc(NC(=O)C(C)Oc2ccc(Cl)cc2Cl)cc1 (configuration not stated)	-6%	1.1	i	-16%	0.9%	-3.1%	-0.1%	-17%	-0.5	63
CCc1cc2cccc(C)c2nc1SCC(=O)c1ccc(NC(C)=O)cc1	-5%	1	i	11%	-1.9%	-4.7%	0.0%	12%	4.8	43
COc1ccc(-c2nn(-c3ccccc3)cc2/C=N/NS(=O)(=O)c2ccccc2)cc1	-25%	1.1	nt	15%	-0.8%	3.3%	-0.1%	-4%	2.5	55
COc1ccc(/C=C(/C(=O)c2ccc(Cl)cc2Cl)n2cncn2)cc1	-29%	1	i	10%	0.3%	4.8%	0.4%	29%	1.1	93
COC(=O)CSc1[nH]c2ccc(F)cc2c1[N+](=O)[O-]	22%	nt	i	-17%	nt	3.2%	-0.1%	-9%	0.8	74
CCC(C)Nc1nc(C)nc2c1oc1ccccc12 (configuration not stated)	-3%	nt	i	7%	nt	19%	0.7%	-4%	0.0	56
CCOC(=O)C1(Nc2nccs2)Sc2ccccc2NC1=O (configuration not stated)	-20%	1.1	i	-6%	-0.7%	-0.5%	-0.2%	24%	-1.1	87
CCN(CC)c1ccc(NC(=S)NC(=O)c2ccco2)cc1	-38%[20 µM]	1	i	-74%	1.0%	nt	0.2%	-50%	6.9	60
Cc1[nH]c(=O)[nH]c(=O)c1/C=N/NC(=O)[C@H](CC(C)C)NC(=O)OC(C)(C)C	-65%	1.4	nt	3%	-3.2%	2.7%	-0.3%	-3%	0.9	41
O=C(Nc1cccc(-n2cnnn2)c1)c1cccc(Cl)c1	4%	nt	nt	23%	nt	1.5%	-0.1%	-21%	-0.5	55
